High-throughput results: PubChem BioAssay, several laboratories
STAT3 act: increases IL-6 driven STAT3 reporter signal; actives 0.91% (n = 190,000); activation (% of control), % at 5.6 µM; AID 871; U3A cells, IL-6 STAT3-luciferase reporter, luminescence; 100% = signal with IL-6 EC80 alone;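 active = activation above the screen-wide mean of compound activation plus 3 SD, cut at about 130% in these data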;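 note: 0% = background luminescence of wells with medium and substrate only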
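Test system: human U3A cells carrying STAT3-luciferase construct; control set: IL-6-only wells as 100% reference; timing: compound pre-incubation 1 h before IL-6, then 6 h stimulation at 37 °C; also added: IL-6 stimulus at 33 ng/mL final; evaluation: % activation versus median of IL-6-stimulated wells; detection: reporter luminescence signal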
G6PDH CS: L. mesenteroides G6PDH inhibition counter-screen | AID 1020 | inhibition, % at 5 µM | Purified L. mesenteroides G6PDH, diaphorase/resazurin coupled fluorescence, 45 min | actives 0.12% (n = 200,000); in the data active = inhibition above about 50%
Hsp70 activator: Hsp70 transcriptional activation, primary screen; HeLa Hsp70 promoter luciferase reporter, luminescence; scaled: vehicle 0, proteasome-inhibitor control 100%; activation, % at 10 µM; actives 0.04% (n = 200,000); AID 1203;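 active = activation above the mean across all tested compounds plus 3 SD, cutoff set per campaign, cut at about 5.5% in these data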;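 note: 100% = MG132 at 30 µM as the positive control and 0% = DMSO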
STAT1 act: STAT1 signaling activation; NIH 3T3 STAT1-luciferase reporter, IFN-gamma, luminescence; 100% = IFN-gamma alone, no compound; activation (% of control), % at 5.5 µM; actives 2.6% (n = 200,000); AID 932;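 active = activation above the screen-wide mean activation plus 3 SD, cut at about 130% in these data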;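 note: raw ratio to IFN-gamma control signal so 100% means no change and 0% no light; values of inactives mirror those of a sister screen read the other way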
APP 5UTR inh: APP translation inhibition. SH-SY5Y APP 5'UTR-luciferase reporter, luminescence. inhibition, % at 2 µM. actives 0.82% (n = 190,000). AID 1285;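 active = inhibition above a set limit, derived from the sample mean plus 3 SD, cut at about 45% in these data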; note: values of inactives mirror those of a sister screen read the other way
TLR4-MyD88 BLA: TLR4-MyD88 interaction inhibition in cells; O00206+Q99836; HeLa CL3-4 TLR4/MyD88 BLA complementation, FRET ratio; inhibition, % at 8.4 µM; actives 0.18% (n = 200,000); AID 861; in the data active = inhibition above about 25%;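 note: 0% = vehicle and 100% = reference inhibitor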
Target sequence (O00206 whole entry, looked up): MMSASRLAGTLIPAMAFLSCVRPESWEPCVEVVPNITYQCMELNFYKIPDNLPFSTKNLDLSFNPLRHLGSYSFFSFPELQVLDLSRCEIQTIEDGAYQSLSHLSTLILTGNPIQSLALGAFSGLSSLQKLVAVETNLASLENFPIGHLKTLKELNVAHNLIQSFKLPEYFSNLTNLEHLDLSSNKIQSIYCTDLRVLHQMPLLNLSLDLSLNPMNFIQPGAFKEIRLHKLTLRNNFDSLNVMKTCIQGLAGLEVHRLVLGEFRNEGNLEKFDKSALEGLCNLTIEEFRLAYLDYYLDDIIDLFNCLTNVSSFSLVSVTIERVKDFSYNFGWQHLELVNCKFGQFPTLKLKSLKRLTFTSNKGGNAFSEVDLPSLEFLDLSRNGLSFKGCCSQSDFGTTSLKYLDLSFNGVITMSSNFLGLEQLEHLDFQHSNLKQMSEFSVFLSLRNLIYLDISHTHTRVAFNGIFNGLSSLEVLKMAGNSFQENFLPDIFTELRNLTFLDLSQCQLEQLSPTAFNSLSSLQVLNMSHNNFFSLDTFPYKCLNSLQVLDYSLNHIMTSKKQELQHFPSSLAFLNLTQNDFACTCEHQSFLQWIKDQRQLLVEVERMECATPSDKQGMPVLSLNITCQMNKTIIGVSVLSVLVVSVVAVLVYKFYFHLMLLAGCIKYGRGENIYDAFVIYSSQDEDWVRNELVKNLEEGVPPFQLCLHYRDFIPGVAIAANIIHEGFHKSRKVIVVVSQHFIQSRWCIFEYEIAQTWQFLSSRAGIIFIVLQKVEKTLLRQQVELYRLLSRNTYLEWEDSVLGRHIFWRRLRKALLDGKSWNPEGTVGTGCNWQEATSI
Target sequence (Q99836 whole entry, looked up): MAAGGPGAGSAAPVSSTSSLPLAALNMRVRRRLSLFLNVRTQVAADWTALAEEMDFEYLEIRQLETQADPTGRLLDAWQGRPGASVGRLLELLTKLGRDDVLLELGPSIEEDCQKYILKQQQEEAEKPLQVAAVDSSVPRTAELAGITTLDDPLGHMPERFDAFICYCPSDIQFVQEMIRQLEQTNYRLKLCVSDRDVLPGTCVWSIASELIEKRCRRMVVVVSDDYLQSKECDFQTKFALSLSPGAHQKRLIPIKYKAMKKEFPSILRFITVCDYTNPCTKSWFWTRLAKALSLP
Diaph act CS: activates diaphorase or chemically reduces, flagging diaphorase assay artifacts | Diaphorase/resazurin coupled assay, resorufin fluorescence, 16 min; stronger effect = higher value; 1 = vehicle wells, 0 = NADH-free wells | activation factor at 20 µM | actives 0.005% (n = 190,000) | AID 1229;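 active = diaphorase activity raised at least twofold by the compound at 20 µM; inactive = activation factor below 2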
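Material: purified diaphorase enzyme from Clostridium kluyveri / Medium: HEPES pH 7.4 buffer with MgCl2 and Tween 20 / Schedule: enzyme reaction of 16 min at room temperature / Measured by: resorufin fluorescence, excitation 544 nm, emission 590 nm / Evaluation: rise in resorufin formation, marking diaphorase activation or chemical reduction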
Diaph inh CS: diaphorase inhibition or chemical oxidation counter-screen; AID 1217; diaphorase resazurin-to-resorufin fluorescence, NADH, 16 min; bacterial (C. kluyveri) enzyme, not human; actives 0.69% (n = 190,000); inhibition, % at 20 µM;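 active = primary screen inhibition at 20 µM above a set limit, cut at about 50% in these data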;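 note: plate controls were DMSO with full reaction for no effect and wells lacking NADH for full effect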
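Assay system – diaphorase enzyme from Clostridium kluyveri · Amount – diaphorase 0.14 U/mL (working solution) · Times – reaction incubation of 16 min at room temperature · Controls – No-NADH positive control and DMSO neutral control · Signal – resorufin fluorescence 544/590 nm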
STAT1 inh: inhibitors of IFN-gamma induced STAT1 signaling. NIH 3T3 STAT1-luciferase reporter, luminescence. inhibition, % at 5.5 µM. actives 0.35% (n = 200,000). AID 920;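 active = inhibition above a set limit, the mean inhibition across all tested compounds plus 3 SD, cut at about 34% in these data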;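 note: 0% = IFN-gamma with DMSO and 100% = IFN-gamma with 300 µM nifuroxazide; values of inactives mirror those of a sister screen read the other way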
STAT3 blocker: reduces IL-6 driven STAT3 reporter signal; inhibition, % at 5.5 µM; AID 862; U3A cells, IL-6 STAT3-luciferase reporter, luminescence; host cell line lacks STAT1; actives 0.89% (n = 190,000);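 active = inhibition above the mean inhibition across all screened compounds plus 3 SD, cut at about 44% in these data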;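 note: 0% = DMSO only wells and 100% = 100 µM nifuroxazide control wells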
Numbers without * were called inactive; nt = not tested or not shown. This is a random part of the collection. About 6.1% of those tested had a hit in this group.

SMILES	STAT3 act	G6PDH CS	Hsp70 activator	STAT1 act	APP 5UTR inh	TLR4-MyD88 BLA	Diaph act CS	Diaph inh CS	STAT1 inh	STAT3 blocker
O=C(CN1CCCC1)OCCCc1ccccc1	98	4	-0.4	88	6	-5	0.9	6	15	0
CCc1cccc(C)c1NC(=S)N(Cc1cccnc1)Cc1ccco1	102	6	-0.1	98	6	-10	0.9	8	2	6
CCC(C)NC(=O)C1(C)CCC(=O)N1Cc1ccccc1OC (centres undefined)	99	-4	0.5	104	-8	-18	0.9	10	-4	4
O=C(NCc1ccc2c(c1)OCO2)c1c(F)c(F)c(F)c(F)c1F	101	-3	-0.1	104	8	-2	1	4	-4	2
CCN(CC)C(=O)C[n+]1cccc(C(N)=O)c1	106	4	0.0	102	-15	2	0.9	5	-2	-2
CN(C)/C=C(\C#N)C(=O)Nc1ccc(O)cc1F	91	-1	-0.2	95	-11	-14	0.8	20	3	15
COc1ccccc1C(=O)C1CCCN(Cc2ccc(Oc3ncccn3)cc2)C1 (centres undefined)	99	7	-0.2	97	-10	-1	0.9	11	2	6
CCc1ccc2c(COC(=O)CNS(=O)(=O)c3ccc(NC(C)=O)cc3)cc(=O)oc2c1	105	-5	-0.3	99	-3	-4	0.8	20	1	-3
CCOc1ccccc1C(=O)NCC(=O)OCC(=O)N1C(C)CCCC1C (centres undefined)	98	-1	-0.3	99	5	-10	0.9	6	1	8
O=C(Nc1ccccc1C(F)(F)F)N1CCN(c2ccc3nnc(-c4ccc(F)cc4)n3n2)CC1	92	-8	-0.2	104	1	0	0.8	15	-6	14
Cc1nnc(SCc2c(Cl)cccc2[N+](=O)[O-])s1	90	0	0.5	99	-8	-7	0.9	12	1	19
Cn1nnnc1SC1CC(=O)N(c2ccccc2)C1=O (centres undefined)	96	12	0.3	99	-4	-1	1	4	1	11
COc1ccc(NC(=O)CSC2CC(=O)N(c3ccc4c(c3)OCCO4)C2=O)cc1 (centres undefined)	102	0	0.3	103	11	2	0.9	14	-2	2
CC(C)(C)C(=O)NC1CCN(S(=O)(=O)c2ccc(C(F)(F)F)cc2)CC1	104	2	-0.1	102	-6	-3	1	-4	-3	-5
COc1ccccc1Nc1nnc(SCC(=O)Nc2cc(C)on2)s1	102	1	0.0	102	4	4	1	0	-3	3
O=C(C1CCCN(Cc2cccs2)C1)N1CCCCCC1 (centres undefined)	99	7	-0.1	103	-6	8	0.8	15	-3	7
CCOc1ccc(NS(=O)(=O)c2ccc3[nH]c(=O)oc3c2)cc1	93	12	-0.2	105	-4	-3	0.9	10	-5	17
CC1(C(=O)N(CC(=O)NC2CCCC2)C2CCCC2)CC(=O)N=C2C=CC=CN21 (centres undefined)	102	12	-0.3	101	-16	-6	1	-4	-2	4
CCCc1[nH]nc2c1C(c1ccc(OC)c(CSC3=NCCS3)c1)C(C#N)=C(N)O2 (centres undefined)	98	-3	-0.3	97	-6	0	0.9	14	4	6
CC(NS(=O)(=O)c1ccccc1)C(=O)NCCc1ccccn1 (centres undefined)	96	-1	-0.3	95	-11	12	1.1	-6	5	9
FC(F)(F)c1cccc(-c2ccc(-c3csnn3)o2)c1	84	16	-0.1	108	-12	-6	0.8	23	-8	23
CCCCn1nnnc1NCc1cccnc1	100	-4	0.4	99	-22	1	1	3	0	3
Cc1c(Br)c([N+](=O)[O-])nn1CC(=O)N1CCc2ccccc2C1	106	-1	0.1	95	-2	5	1	4	6	-3
CC(=O)NCCC(=O)Nc1ccc(C(N)=O)cc1	99	18	-0.3	96	-9	-6	1	1	2	3
Cn1c(=O)[nH]c(=O)c2c1nc(N1CCNCC1)n2Cc1cccc2ccccc12	102	-16	-0.3	100	-1	1	0.8	20	0	3
CCc1cc2c(=O)c(-c3ccc4c(c3)OCCO4)coc2cc1OC(=O)c1ccco1	89	-38	0.0	107	-141	-7	0.9	8	-8	18
COc1ccc(S(=O)(=O)NCc2ccc(C(=O)N3CCc4ccccc4C3)cc2)cc1	99	-14	0.0	93	8	-9	0.8	19	7	-1
CCCS(=O)(=O)N1CCCC(C(=O)N2CCN(C(=O)OCC)CC2)C1 (centres undefined)	109	3	-0.5	103	nt	-3	1	5	-3	-4
Cc1ccc(C(=O)/C=C/Nc2ccccc2C(N)=O)o1	96	5	-0.2	120	-30	2	0.9	10	-22	8
Cc1nc(S/C(=C\c2ccc(OCc3ccccc3Cl)cc2)C(=O)O)n[nH]1	106	2	0.2	101	-4	0	1.2	-16	-7	2
COc1ccccc1/C=C/C(=O)NCC(=O)N1CCC(N(C)C2CCCC2)CC1	105	2	0.3	99	11	-8	1.1	-10	-1	1
CCN1CCN(C(C(=O)NC2CCCC2)c2cc3c(cc2[N+](=O)[O-])OCO3)CC1 (centres undefined)	104	-2	0.1	107	-1	-2	0.9	8	-9	-2
Cc1cc(C(=O)N2CCc3c([nH]c4ccccc34)C2c2cccc(Cl)c2)nn1C (centres undefined)	153*	-1	-0.3	99	6	7	0.8	17	1	-53
CCOc1ccc(C(=O)NNC2CC(=O)N(CCc3ccccc3)C2=O)cc1OC (centres undefined)	98	9	-0.1	100	-6	-6	0.9	11	0	2
CC(C)(C)NS(=O)(=O)c1cnc(Cl)c(Cl)c1	97	0	-0.3	103	-1	4	0.9	11	-3	12
FC(F)(F)c1ccccc1NC(=S)Nc1cccc2cnccc12	95	20	0.0	108	4	-11	0.5	47	-9	8
O=C(/C=C/Nc1ccc(Br)cc1F)c1ccccc1	23	3	-0.5	58	-140	-14	0.9	13	47*	90*
CC(O)c1nc2ccccc2n1C/C=C/c1ccccc1 (centres undefined)	101	-2	-0.3	103	8	-21	0.9	9	-4	0
CCCOC(=O)CCNc1n[nH]c(=O)[nH]c1=O	105	13	-0.3	110	3	4	1	-2	-11	1
COc1cccc(OCc2nc3ccccc3c(=O)n2N)c1	104	-3	-0.2	121	-13	1	0.9	6	-22	-5

Entries shown so far that have a nitro group on carbon, in the order listed:
SMILES	STAT3 act	G6PDH CS	Hsp70 activator	STAT1 act	APP 5UTR inh	TLR4-MyD88 BLA	Diaph act CS	Diaph inh CS	STAT1 inh	STAT3 blocker
Cc1nnc(SCc2c(Cl)cccc2[N+](=O)[O-])s1	90	0	0.5	99	-8	-7	0.9	12	1	19
Cc1c(Br)c([N+](=O)[O-])nn1CC(=O)N1CCc2ccccc2C1	106	-1	0.1	95	-2	5	1	4	6	-3
CCN1CCN(C(C(=O)NC2CCCC2)c2cc3c(cc2[N+](=O)[O-])OCO3)CC1 (centres undefined)	104	-2	0.1	107	-1	-2	0.9	8	-9	-2

Remaining list, next part.
SMILES	STAT3 act	G6PDH CS	Hsp70 activator	STAT1 act	APP 5UTR inh	TLR4-MyD88 BLA	Diaph act CS	Diaph inh CS	STAT1 inh	STAT3 blocker
COCC(=O)NCc1nc2ccccc2n1Cc1ccccc1F	96	-3	0.0	91	6	-5	0.9	6	8	9
CCOC(=O)CNC(=O)C1CCCc2c1[nH]c1ccc(Cl)cc21 (centres undefined)	99	15	-0.4	99	6	-2	1	0	-1	6
O=C(OCC(=O)c1cccs1)C1=COCCO1	108	-4	0.2	124	-42	8	1	3	-26	-3
O=C(NCc1ccccn1)C1CC(c2ccc(Cl)c(Cl)c2)=NO1 (centres undefined)	90	3	0.4	97	18	-11	0.9	10	4	15
C=CCN1C(=O)/C(=C2\SC(N3CCOCC3)=NC2=O)c2cc(Br)ccc21	86	-57	-0.4	110	-5	-8	0.6	38	-11	22
CCS(=O)(=O)c1ccc(O)c(N2C(=O)C3C4C=CC(C4)C3C2=O)c1 (centres undefined)	98	4	-0.2	101	-4	3	0.9	12	-1	11
Cc1cccc(CN2CCN(C(c3ccccc3)c3ccc(Cl)cc3)CC2)c1 (centres undefined)	89	12	-0.1	96	-6	-6	0.8	18	4	15
Cc1noc(C)c1C(=O)Nc1nc(-c2ccccc2Cl)cs1	104	3	-0.1	113	1	-3	0.8	16	-11	-7
COc1ccc(C(C(=O)NCC2CCCO2)N(C(=O)CNC(=O)c2cccs2)c2ccc(C(C)=O)cc2)cc1OC (centres undefined)	97	7	0.1	99	-8	8	1.1	-9	0	10
N#CCCn1c(SCC(=O)NCc2ccco2)nc2ccccc21	105	0	-0.1	102	0	3	0.8	17	-3	-5
Cc1cn([C@H]2C[C@H](N=[N+]=[N-])[C@@H](CO)O2)c(=O)[nH]c1=O	95	9	-0.2	89	0	8	1	2	12	8
CC(C)Cn1cc(F)c(=O)n(CC(C)C)c1=O	110	4	-0.1	100	16	-7	1.1	-5	-2	-10
Cc1ccc(NS(=O)(=O)c2ccc(OCC(=O)NCc3ccncc3)cc2)cc1	92	1	-0.2	94	1	-6	0.9	6	6	14
N#Cc1cc2c(nc1SCc1cccnc1)CCCC2	98	10	-0.3	105	16	4	0.8	18	-7	6
CC(=O)N1CCN(S(=O)(=O)c2cccc(C(=O)Nc3nc4c(s3)CCCC4)c2)CC1	82	0	-0.4	95	-15	-5	0.9	13	6	22
COC(=O)[C@H](Cc1ccccc1)NC(=O)Nc1ccc(S(N)(=O)=O)cc1	107	12	-0.2	102	-14	3	0.9	5	-3	-6
CCCCC(=O)Nc1ccc(NC(=S)NC(=O)CC(C)C)cc1OC	97	24	-0.4	98	-5	2	0.9	8	2	7
O=C(NCc1ccncc1)C(=O)NCc1ccco1	102	16	-0.3	103	6	-13	0.9	10	-5	0
C=C1C(=O)[C@@]23[C@H](O)C[C@@H]4C(C)(C)CC[C@H](O)[C@@]4(C)[C@@H]2CC[C@@H]1[C@H]3O	79	14	-0.3	70	84*	-4	0.8	16	33	23
COc1ccc(-c2ccc(SCC(=O)c3ccccc3)nn2)cc1OC	113	0	0.2	98	-24	-4	0.8	16	0	-8
CCOC(=O)C1CCCN(C(=O)CN2C(=O)C(CC)Oc3ccc(C)cc32)C1 (centres undefined)	111	-2	-0.2	104	3	-2	1	3	-6	-8
NS(=O)(=O)c1ccc(NC(=O)/C=C/c2ccccc2[N+](=O)[O-])cc1	104	4	2.1	97	-4	-13	0.8	24	2	-3
CCOc1ccccc1NC(=O)N1CCC(n2nnc3cc(C)ccc32)CC1	93	4	-0.4	99	-2	-15	0.9	14	0	14
COc1cccc(-c2csc(N3CCN(CC(=O)NNC(=O)c4ccc(Br)cc4)CC3)n2)c1	96	-36	0.0	98	-2	10	0.9	5	2	13
C=CCn1c(C)cc(C(=O)COC(=O)c2ccc(N)c([N+](=O)[O-])c2)c1C	106	-22	0.1	164*	-211	-1	0.7	26	-64	-10
